Source: PubChem BioAssay (National Center for Advancing Translational Sciences (NCATS))
AmpC no deterg: qHTS Inhibitors of AmpC Beta-Lactamase (assay without detergent); P00811; AmpC nitrocefin hydrolysis, absorbance 480 nm, 0.0001% Triton; Potency, µM (titrated, usually from 57.1 µM), for the others: at the highest dose activity change, negative = inhibition, hits mostly inhibitors; 0.52% of 330,000 active;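 note: potency is the fitted concentration of half-maximal effect; plate controls were no compound for no effect and no enzyme for full effect; nearly all actives have a fitted effect of over 20% in size; some results filed as inactive show a strong effect at the top dose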
Target sequence (P00811 whole entry, looked up): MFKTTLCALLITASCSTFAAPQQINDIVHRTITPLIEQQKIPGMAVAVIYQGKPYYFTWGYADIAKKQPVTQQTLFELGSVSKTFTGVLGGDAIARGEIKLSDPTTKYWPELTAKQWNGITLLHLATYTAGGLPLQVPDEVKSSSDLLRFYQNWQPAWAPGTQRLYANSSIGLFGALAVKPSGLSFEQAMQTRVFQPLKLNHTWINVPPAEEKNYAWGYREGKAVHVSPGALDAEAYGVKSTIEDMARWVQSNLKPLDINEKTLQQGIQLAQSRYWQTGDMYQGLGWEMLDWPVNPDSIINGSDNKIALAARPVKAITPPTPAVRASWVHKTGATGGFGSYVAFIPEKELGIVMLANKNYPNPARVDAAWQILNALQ
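20 mM phosphate pH 7.0 + 0.01% (detergent screen) or 0.0001% Triton X-100; 5.3 nM AmpC reagent; cpd preinc 15 min RT; nitrocefin (800 uM stock) to start; A480 q20 s × 4 min; Activity was normalised to no-enzyme and no-compound control wells.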
AmpC inh detg: qHTS Inhibitors of AmpC Beta-Lactamase (assay with detergent); P00811; AmpC hydrolysis of nitrocefin, absorbance 480 nm, 0.01% Triton; Potency, µM (highest dose often 114 µM), for the others: at the highest dose activity change, negative = inhibition, usual class: inhibitors; 0.041% of 370,000 active;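 note: potency is the fitted concentration of half-maximal effect; 0% = no-compound wells and -100% = no-enzyme wells; nearly all actives have a fitted effect of over 25% in size; some results filed as inactive show a strong effect at the top dose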
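20 mM phosphate pH 7.0 + 0.01% (detergent screen) or 0.0001% Triton X-100; 5.3 nM AmpC reagent; cpd preinc 15 min RT; nitrocefin (800 uM stock) to start; A480 q20 s × 4 min; Activity was normalised to no-enzyme and no-compound control wells.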
AMA1-RON2 inh: qHTS for Inhibitors of AMA1-RON; Towards Development of Antimalarial Drug Lead: Primary Screen; Plasmodium falciparum AMA1 (3D7) - RON2 peptide interaction; AlphaScreen AMA1-biotinylated RON2 peptide binding; Potency, µM (doses to about 58.2 µM), for inactives: at the top dose activity change, negative = inhibition, hits mostly inhibitors; 0.2% of 360,000 active;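 note: potency is the fitted concentration of half-maximal effect; 0% = vehicle wells and -100% = peptide control; nearly all actives have a fitted effect of over 45% in size; some results filed as inactive show a strong effect at the top dose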
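AMA1 (3D7) with his tag at 25 nM final met compounds first, then biotinylated RON2 peptide at 25 nM; detection used donor plus acceptor beads, 10 µg/mL apiece, read by AlphaScreen after 30 min at room temperature.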
Sm TGR inh: qHTS Assay for the Inhibitors of Schistosoma Mansoni Peroxiredoxins | Schistosoma mansoni thioredoxin glutathione reductase (TGR), Q962Y6 | purified TGR, DTNB reduction, TNB absorbance 405 nm | Potency, µM (series often up to 114 µM), without a hit: top-dose activity change, negative = inhibition, actives largely listed as inhibitors | AID 485364, 2010 | 3% of 360,000 active; note: potency is the fitted concentration of half-maximal effect; nearly all actives have a fitted effect of over 60% in size
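First, TGR (20 nM dispensed) and NADPH were mixed with compound. Second, a 15 min room-temperature incubation followed. Third, further NADPH and then DTNB were added to start the reaction. Finally, TNB absorbance was monitored kinetically.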
FBPA Giardia inh: qHTS Assay for Inhibitors of Fructose-1,6-bisphosphate Aldolase from Giardia Lamblia; A8B2U2; purified Giardia FBPA; Potency, µM (series often up to 59.6 µM), inactives show at the highest dose activity, negative = inhibition, usual class: inhibitors; AID 2451, 2010; 0.71% of 290,000 active; note: potency is the fitted concentration of half-maximal effect; nearly all actives have a fitted effect of over 55% in size
Target sequence (A8B2U2 whole entry, looked up): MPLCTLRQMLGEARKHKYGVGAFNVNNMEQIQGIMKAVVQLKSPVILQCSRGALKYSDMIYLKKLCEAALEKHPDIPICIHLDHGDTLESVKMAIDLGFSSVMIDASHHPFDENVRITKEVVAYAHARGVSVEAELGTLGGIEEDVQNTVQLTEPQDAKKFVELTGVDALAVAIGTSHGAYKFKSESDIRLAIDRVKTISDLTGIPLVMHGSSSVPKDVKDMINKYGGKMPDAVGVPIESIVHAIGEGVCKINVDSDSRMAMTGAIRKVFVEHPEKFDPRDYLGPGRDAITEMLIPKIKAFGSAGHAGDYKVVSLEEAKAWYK
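40 nM FBPA preincubated 10 min at RT with compound (up to 57.5 uM final), then substrate plus GAPDH/TPI/NAD/arsenate coupling and diaphorase/resazurin added. Fluorescence read after 20 min at RT, 525/598 nm.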
HCMV antiviral: qHTS Assay for inhibitors of the human cytomegalovirus (HCMV); HFF cells, HCMV-luciferase reporter, 72 h; stronger effect = lower value; activity change, negative = inhibition, % at 57.5 µM; 4.5% of 410,000 active; AID 1259415, 2018; in the data active = activity change below about -60%; inconclusive = no clear call, values can overlap the other calls; inactive = above about -39%
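Steps: HFFs plated, 16 h 37C; compounds added; HCMV-luciferase added to MOI 1 PFU/cell; 72 h 37C; OneGlo reagent, 5 min room temperature; luminescence read, normalized to controls.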
The depositor's hits bear a star; ? = inconclusive; . = no result given; & = joins results of further samples; [ ] = another dose, or the depositor's remark. Unless noted, calls come from the whole dose curve; as a rule, active = well fitted curve in the direction sought with a large enough effect; inconclusive = small, poorly fitted or top-dose-only effect, or another doubt; inactive = no such curve, though single readings can be large; an effect the other way counts as inactive or inconclusive. Unless noted, % is set by controls: 0 for no effect and ±100 for the full control effect.

SMILES	AmpC no deterg	AmpC inh detg	AMA1-RON2 inh	Sm TGR inh	FBPA Giardia inh	HCMV antiviral
CCCCOc1ccc(C(=O)Nc2ccc3oc(-c4cccnc4)nc3c2)cc1	.	12.6%	.	-0.4%	.	-29.0
COc1ccccc1-c1nc(N)n[nH]1	-18.3%	-5.9%	-5.8%	14.1%	3.5%	41.8
COc1ccc(-n2c(C)nc3c(cnn3-c3ccc(C)c(C)c3)c2=O)cc1Cl	.	0.4%	.	2.9%	.	-31.6
CCOC(=O)CC(=O)CSc1nc(C)nc2c1oc1ccccc12	55.5%	?	0.1%	17.0%	-9.8%	-7.2
CN(Cc1ccccc1)C(=O)c1cccc(NC(=O)C2CCCN(C(=O)OC(C)(C)C)C2)c1 (stereo not drawn)	126.4%[activator]	.	-1.3%	.	.	-35.3
CCCN1C(=O)C(Cc2nc3ccccc3c(=O)n2-c2ccc(OC)cc2)c2cc(C)ccc21 (stereo not drawn)	.	4.2%	.	-1.3%	.	-1.7
Cc1nc(C(C)NC(=O)c2ccc(OC3CCN(Cc4ccccn4)CC3)cc2)c(C)s1 (stereo not drawn)	78.6%[activator]	6.5%	60.7%[activator]	-23.0%	.	0.0
CCC(C)N(C(=O)c1csnn1)C(C(=O)NC1CCCC1)c1ccccc1F (stereo not drawn)	40.8%	-4.1%	-6.0%	-10.0%	0.5%	8.5
COC(=O)c1ccc(C(=O)OC)c(NC(=O)CCc2ccc(C)o2)c1	-3.4%	4.4%	-13.5%	?	0.0%	-13.7
CCOC(=O)c1c(C)[nH]c(C(=O)Cn2nnc(-c3ccc(Cl)cc3)n2)c1C	-24.1%	?	-12.1%	0.6%	4.5%	30.1
COc1ccc(N2C(=O)CCC(C(=O)N(C)CCc3ccccn3)C2c2ccc(OC)c(OC)c2)cc1 (stereo not drawn)	17.9%	-12.6%	6.2%	1.5%	2.9%	-14.7
COc1cc(NC2c3ncccc3C(=O)N2Cc2ccco2)cc(OC)c1OC (stereo not drawn)	-11.7%	-8.8%	10.8%	?	-22.1%	-15.0
CC(=O)O[C@]1(C)C(=O)OC/C2=C/CN(C)CCC(OC(=O)[C@@](O)(C(C)O)C[C@H]1C)C2=O (stereo partly drawn)	-15.2%	0.2%	-5.5%	10.7%	5.6%	-29.7
CCOC(=O)c1sc2nccc(N(C)C)c2c1N=CN(C)C	-17.0%	5.3%	10.1%	2.3%	1.1%	-22.4
COc1cc(NC(=O)CCN2CCOCC2)cc(OC)c1	-10.7%	?	15.0%	4.9%	-5.6%	18.1
O=S(=O)(CCN1CCN(C(c2ccccc2)c2ccccc2)CC1)C(F)(F)F	38.7%	-12.4%	-1.2%	?	1.7%	18.7
CCOC(=O)Cc1cnc(NC(=O)CSc2nc(C(C)C)cc(=O)[nH]2)s1	-29.1%	0.2%	-3.0%	-13.9%	?	-20.6
CCOc1cccc(-c2c(C(=O)N/N=C/c3ccco3)nnn2-c2nonc2N)c1	-52.1%	-5.7%	106.2%[activator]	-24.5%	.	.
Oc1ccc(CNc2ccccc2F)c2cccnc12	-20.6%&-21.7%	?	-80.8%	0.112µM*	15.5%	-89.2*
COc1ccc(-n2c3c(cc(C(=O)NC4CCSC4=O)c2=O)C(=O)CC(C)(C)C3)cc1 (stereo not drawn)	24.2%	?	8.3%	-4.1%	-0.7%	2.8
COc1cccc(NC(=S)N2CCCC2)c1	-20.1%	0.3%	-8.4%	-7.8%	-9.1%	37.9
CC(=O)c1nnn(-c2c(F)cccc2F)c1C	-8.5%	-9.7%	-0.2%	0.8%	0.3%	-33.6
CNc1nc(Nc2ccc([N+](=O)[O-])cc2)nc(OCC(F)(F)F)n1	-16.3%	?	1.2%	-17.7%	7.4%	-12.5
CN(C)c1nc(N)nc(CSc2nnnn2-c2cccc3ccccc23)n1	-13.0%	-5.1%	7.5%	0.8%	-1.6%	?
O=C(O)c1ccc2c(c1)N(Cc1ccc(F)cc1Cl)C(=O)c1ccccc1S2	.	6.1%	.	1.0%	.	?
Cn1c(CCNC(=O)c2ccccc2Cl)n[nH]c1=S	-14.4%	-14.4%	-4.2%	-20.4%	-26.2%	24.5
Cc1ccc(C(=O)NC(C)(COc2nonc2C)COc2nonc2C)cc1	-17.8%	-7.9%	10.2%	3.0%	0.2%	-8.5
C=CCNC(=S)N1CCC(C(N)=O)CC1	-25.9%	3.9%	3.5%	11.6%	?	3.2
Cc1ccc(C(O)CN2C3=NCCCN3c3ccccc32)cc1 (stereo not drawn)	-12.7%	?	2.6%	-2.1%	-3.6%	-23.6
COC(=O)c1ccc(S(=O)(=O)N(Cc2ccccc2)Cc2ccccc2)n1C	-25.5%	16.8%	-2.0%	7.8%	18.8%	-34.9
O=C(CN(Cc1ccc(F)cc1)S(=O)(=O)c1ccccc1)N1CCCCC1	30.4%	-19.4%	4.6%	0.0%	-5.4%	-24.1
O=C(CNC(=O)c1cccs1)NCC(=O)OCC(=O)c1ccccc1	-4.9%	-8.4%	7.0%	-1.2%	5.2%	-39.3
COC(=O)c1c(C)[nH]c(/C=N/Nc2ccccc2)c1C	-8.3%	-4.3%	10.9%	?	-19.2%	19.8
CCN(C(=O)Cc1ccc(Br)cc1)C1CCCCC1	.	0.5%	11.9%	7.7%	-3.1%	-24.5
CCOc1ccc(CNC(=O)c2c(C)nn(-c3ccc(F)cc3)c2-n2cccc2)cc1	.	24.0%	.	8.6%	.	-13.3
CCCSc1ccc2nc(-c3ccccc3)cn2c1	-17.0%	-9.1%	-11.9%	-1.3%	-11.4%	-63.8*
CCCCCCC(=O)N(O)C1CC(=O)N(c2ccc(F)cc2)C1=O (stereo not drawn)	-29.1%	-7.8%	-7.5%	0.631µM*	-11.7%	116.5
COc1ccc(N2CCN(C(=O)C3CCN(S(=O)(=O)c4ccc(F)cc4)CC3)CC2)cc1	106.3%[activator]	0.6%	-7.0%	.	1.3%	-23.0
O=C(Nc1ccc(F)cc1F)C1CCCN(c2ncnc3c2nc2n3CCCCC2)C1 (stereo not drawn)	91.4%[activator]	3.6%	3.4%	4.4%	5.1%	.
CC(Sc1nnc(N)s1)C(=O)Nc1ccc2c(c1)OCCO2 (stereo not drawn)	-15.6%	5.5%	0.0%	2.2%	.	-7.7
CCCCn1c(N)c(N(Cc2ccccc2OC)C(=O)COc2ccc(F)cc2Cl)c(=O)[nH]c1=O	-41.2%	?	-5.2%	-9.8%	-1.6%	.
O=C(c1ccc2c(c1)N(Cc1ccccc1F)C(=O)c1ccccc1S2=O)N1CCC(Cc2ccccc2)CC1 (stereo not drawn)	.	-4.8%	.	-0.7%	.	-35.4
O=C(c1c(F)cccc1F)N1CCN(S(=O)(=O)c2ccc3c(c2)OCCO3)CC1	-6.1%	4.3%	.	-2.3%	.	5.1
O=C(CN1C(=O)CCC1=O)Nc1nc(-c2ccc(Oc3ccccc3)cc2)cs1	154.6%[activator]	1.9%	4.6%[2.32 µM]	-0.3%	-9.3%	2.3
CC(C)(C)NC(=O)C(c1ccco1)N(C(=O)Cn1nnc(-c2ccc(F)cc2)n1)c1ccccc1F (stereo not drawn)	52.6%	-4.4%	-23.7%	-6.6%	3.6%	.
CCN(CC)CC(O)CCCCCCCCC(=O)OC (stereo not drawn)	-0.2%	2.8%	-17.7%	7.5%	-3.6%	-2.1
CC(C)(C)S(=O)c1cccs1 (stereo not drawn)	-7.4%	0.1%	11.9%	5.1%	-1.5%	-24.3
NC(=O)c1ccc(NC(=O)COC(=O)CCCOc2ccccc2)cc1	-13.0%	-17.1%	19.4%	-0.5%	.	-17.9
Cc1ccc2oc(Nc3nc(C)c(C)c(C)n3)nc2c1	-25.8%	-2.8%	3.1%	1.1%	-8.0%	22.2
C[N+]1=C(/C=C/Nc2ccccc2)C(C)(C)c2ccccc21	-2.8%	-6.3%	-0.6%	-13.2%	3.3%	-38.0
CC1CCN(CCCNC(=O)c2ccc3c(Cl)c4c(nc3c2)CCCC4)CC1	45.6%	0.3%	1.6%	?	6.6%	?
Cc1ccccc1NS(=O)(=O)c1cc(C(=O)NCCSC2CCCCC2)ccc1C	1.26µM*	-3.0%	-7.8%	3.8%	-2.8%	?
COc1cc(C(=O)CSc2nncn2C)cc(OC)c1OC	-5.6%	-3.0%	-0.9%	-16.7%	-26.4%	28.6
CC(C)NC(=O)C1CCN(C2CCN(C(=O)c3ccc4cccc(F)c4n3)CC2)CC1	-0.3%	-0.6%	-5.2%	3.8%	-2.7%	-18.4
CCN(CC)S(=O)(=O)c1cccc(C(=O)Nc2sc3c(c2C#N)CCC(C)C3)c1 (stereo not drawn)	.	7.0%	.	-0.4%	.	?
Cc1cccc(OCC(=O)Nc2ccc(-c3nc4cc(C)ccc4o3)c(O)c2)c1	.	19.5%	.	0.0%	.	57.7
CC(=O)Nc1ccc(NC(=O)CSc2ccc(-c3ccco3)nn2)cc1	-28.2%	4.1%	-8.0%	8.91µM*	-3.8%	8.5
CC(=O)Nc1cccc(-c2csc(N)n2)c1	-14.4%[2.29 µM]	-10.1%	6.2%	1.6%	0.8%	-10.6
CC1CC(C)(C)CC2(C1)NC(=O)N(CC(=O)N(Cc1ccccc1)c1ccccc1)C2=O (stereo not drawn)	-17.7%	1.2%	-4.7%	3.6%	.	?
CCc1ccc(OCC(=O)N(Cc2cccs2)C2CCS(=O)(=O)C2)cc1 (stereo not drawn)	36.7%	?	0.0%	2.1%	-2.4%	16.2
CCCCc1nnc(NC(=O)CCS(=O)(=O)Cc2ccccc2)s1	-11.0%	3.4%	-9.6%	-25.2%	.	10.1

Quoted at random: four entries already listed
SMILES	AmpC no deterg	AmpC inh detg	AMA1-RON2 inh	Sm TGR inh	FBPA Giardia inh	HCMV antiviral
Cc1ccc2oc(Nc3nc(C)c(C)c(C)n3)nc2c1	-25.8%	-2.8%	3.1%	1.1%	-8.0%	22.2
CC1CCN(CCCNC(=O)c2ccc3c(Cl)c4c(nc3c2)CCCC4)CC1	45.6%	0.3%	1.6%	?	6.6%	?
Cc1ccccc1NS(=O)(=O)c1cc(C(=O)NCCSC2CCCCC2)ccc1C	1.26µM*	-3.0%	-7.8%	3.8%	-2.8%	?
CC(=O)Nc1ccc(NC(=O)CSc2ccc(-c3ccco3)nn2)cc1	-28.2%	4.1%	-8.0%	8.91µM*	-3.8%	8.5
